CHO-K1 Ca antag: nonselective inhibitor or artifact in parental CHO-K1 cells; actives 0.6% (n = 360,000); inhibition, % at 3 µM; AID 602250; ATP-induced calcium, Fluo-8 fluorescence;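 active = inhibition above a per-plate cutoff, the plate's mean sample inhibition plus 3 SD, cut at about 24% in these data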;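 also: 0% = DMSO plus EC80 ATP and 100% = DMSO alone without ATP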
M1 ag: activates human CHRM1 receptor | actives 0.33% (n = 360,000) | activation, % at 3 µM | CHO-K1 hM1, Fluo-8 calcium fluorescence, agonist mode; 0% DMSO, 100% acetylcholine EC100 | P11229;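 active = activation above the run's mean compound activation plus 3 SD, cut at about 16% in these data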;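 also: peak over basal fluorescence ratio within a 140 s kinetic read after compound addition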
CHO-K1 Ca PAM: counter-screen for M1 PAMs: effect in parental CHO-K1 cells | ATP EC20, Fluo-8 calcium fluorescence; 0% at ATP EC20, 100% at ATP max | activation, % at 3 µM | actives 0.02% (n = 360,000);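 active = activation above the run cutoff, the mean activation of all test compounds plus 3 SD, cut at about 40% in these data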;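 also: peak over basal fluorescence ratio in a 140 s read after ATP addition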
OXTR potentiate: potentiators of human oxytocin receptor; actives 0.061% (n = 320,000); CHO-OTR cells, Fluo-8 calcium fluorescence, potentiator mode; 0% = oxytocin EC15, 100% = EC100; AID 2445; P30559; activation, % at 3 µM;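 active = activation above that plate's cutoff, the mean activation of tested compounds plus 3 SD, cut at about 6.6% in these data, passing the limit was not always enough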;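 also: 100% uses oxytocin at 75 nM as the full agonist control; some results filed as inactive read as strong as hits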
Target sequence (P30559 whole entry, looked up): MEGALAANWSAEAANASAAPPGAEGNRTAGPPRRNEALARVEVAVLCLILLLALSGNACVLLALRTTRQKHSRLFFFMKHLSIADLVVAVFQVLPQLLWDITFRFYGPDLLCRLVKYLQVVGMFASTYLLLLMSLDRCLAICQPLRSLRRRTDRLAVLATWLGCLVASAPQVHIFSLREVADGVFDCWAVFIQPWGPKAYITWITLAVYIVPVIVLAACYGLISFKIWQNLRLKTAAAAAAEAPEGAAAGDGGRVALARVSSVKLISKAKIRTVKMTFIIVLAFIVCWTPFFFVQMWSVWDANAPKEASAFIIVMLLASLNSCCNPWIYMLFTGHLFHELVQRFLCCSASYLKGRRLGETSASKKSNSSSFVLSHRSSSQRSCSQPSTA
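Material: CHO-OTR cells, human receptor; compound dosing: single dose, 3.0 µM nominal final compound concentration; schedule: 6 min compound pre-incubation at room temperature, 100 s kinetic read; measured by: kinetic Fluo-8 calcium fluorescence; read-out basis: % activation vs EC15 and EC100 oxytocin; controls: EC15 oxytocin alone as 0%, 75 nM oxytocin as 100%; replicates: singlicate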
M1 ag parental: M1 agonist counterscreen hit in parental CHO-K1 cells. Fluo-8 calcium fluorescence; scaled to maximal ATP response, vehicle zero. actives 0.48% (n = 360,000). activation, % at 3 µM; in the data active = activation above about 15%;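 also: untransfected CHO-K1 host cells lacking M1 receptor as counterscreen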
CHRM1 antagonist: blocks human M1 muscarinic receptor. CHO-K1 hM1, Fluo-8 calcium fluorescence, ACh EC80 antagonist. actives 1.3% (n = 360,000). inhibition, % at 3 µM;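 active = percent inhibition above its own plate's cutoff, namely the mean of that plate's compound wells plus 3 SD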;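 also: peak over basal fluorescence ratio during 140 s after agonist addition; 0% = ACh EC80 plus DMSO and 100% = DMSO alone without agonist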
TAAR1 antagonist: human TAAR1 antagonism. Q96RJ0. CHO RD-HGA16 TAAR1, Fluo-8 calcium fluorescence, antagonist. actives 1.5% (n = 360,000). inhibition, % at 3 µM;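 active = inhibition above a per-plate cutoff, the mean inhibition of test compounds on that plate plus 3 SD, cut at about 49% in these data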;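 also: 0% = DMSO plus EC80 beta-PEA response and 100% = DMSO alone without agonist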
Target sequence (Q96RJ0 whole entry, looked up): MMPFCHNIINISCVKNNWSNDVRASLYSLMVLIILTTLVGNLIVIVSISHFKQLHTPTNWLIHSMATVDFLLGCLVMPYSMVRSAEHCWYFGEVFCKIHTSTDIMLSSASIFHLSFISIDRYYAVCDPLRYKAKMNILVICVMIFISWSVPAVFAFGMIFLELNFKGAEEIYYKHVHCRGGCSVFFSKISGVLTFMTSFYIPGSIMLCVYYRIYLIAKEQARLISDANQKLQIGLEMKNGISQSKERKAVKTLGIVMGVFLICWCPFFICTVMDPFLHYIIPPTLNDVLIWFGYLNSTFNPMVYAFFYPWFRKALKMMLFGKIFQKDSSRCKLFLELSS
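test system = CHO RD-HGA16 cells bearing hTAAR1 | replication = singlicate | controls = DMSO-only wells and EC80 β-PEA-stimulated wells | reagent = EC80 β-phenethylamine stimulus | read-out basis = percent inhibition of PEA-evoked calcium signal, max/basal emission ratio | schedule = seeding 17-24 h prior, 75-min 37 °C, 30-min RT dye loading | signal = kinetic Fluo-8 calcium fluorescence measurement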
TAAR1 ag: agonists of human TAAR1 | Q96RJ0 | CHO RD-HGA16 TAAR1, Fluo-8 calcium fluorescence; vehicle wells 0%, saturating PEA agonist 100% | activation, % at 3 µM | actives 0.99% (n = 360,000);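 active = activation above the mean activation of all test compounds in the run plus 3 SD, cut at about 38% in these data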
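Benchmarks: low control DMSO, high control PEA (EC100); System: CHO RD-HGA16 cells carrying human TAAR1 plus Gα16; Detection: Fluo-8 fluorescence, 5 s baseline then 140 s kinetic read; Schedule: 17-24 h plating, Fluo-8 75 min 37 °C, 30 min RT; Read-out basis: % activation from peak over basal fluorescence ratio, DMSO-to-PEA scaled.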
CHO parental Ca: signal in parental CHO cells, OX1R antagonist counter-screen. parental CHO-K1, ATP-induced calcium, Fluo-8 fluorescence. inhibition, % at 5.6 µM. actives 0.63% (n = 330,000);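 active = inhibition above that plate's mean sample inhibition plus 3 SD, cut at about 26% in these data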;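 also: 0% = ATP-challenged DMSO wells and 100% = DMSO wells without ATP; some compounds past the cut are filed as inactive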
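Test system: untransfected parental CHO cell line. Compound: one dose, 5.6 µM nominal. Detection: intracellular calcium via Fluo-8 no-wash fluorescent dye. Measure: % inhibition. Benchmarks: ATP-challenged DMSO wells low, unchallenged DMSO wells high.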
* hit, by the source's call; nt = no result given.

SMILES,CHO-K1 Ca antag,M1 ag,CHO-K1 Ca PAM,OXTR potentiate,M1 ag parental,CHRM1 antagonist,TAAR1 antagonist,TAAR1 ag,CHO parental Ca
O=Cc1cccn1-c1cccc([N+](=O)[O-])c1,-8,-4,3,0,0.3,4,4,1,-5
Cc1ccc(NCCC#N)cc1C,-3,-3,15,2,0.1,-9,10,1,-2
Cc1cccc(C(=O)NCC(=O)OCC(=O)N2CCN(S(=O)(=O)c3ccc(C)cc3C)CC2)c1,-11,-2,13,-7,2.7,-7,-11,-1,-24
Cn1c(SCC(=O)NCC2CCCO2)nc2c(c1=O)SCC2 (stereo not drawn),-8,1,18,-6,6.1,-7,-16,0,-9
CCOC(=O)c1c(NC(=O)COC(=O)CNC(=O)c2ccco2)sc(C)c1C,4,-7,8,-6,0.8,0,-8,-2,-12
O=C(Nc1ccccc1)c1ccc(S(=O)(=O)NCc2cccnc2)cc1,-3,-3,-10,-10,8.8,2,7,0,-4
CN(CC(=O)NCc1ccccc1)Cc1ccc(Cl)cc1,-12,-7,-6,-8,-0.5,2,7,2,-11
CN(CC(=O)Nc1cccc(F)c1)C(=O)c1ccc(C(=O)c2ccccc2)cc1,-1,4,-20,nt,8.0,7,23,8,nt
COC(=O)CNC(=O)c1cc(-c2ccncc2)nc2c(C)c(Cl)ccc12,-9,-8,10,-18,4.7,2,-3,3,-14
Cc1ccc(NC(=O)CCc2nc3sc4c(c3c(=O)[nH]2)CCCC4)c(Br)c1,-11,0,1,-2,0.8,-5,nt,nt,-10
Cc1ccccc1NC(=O)C1CC(=O)N(c2ccc3c4c(cccc24)CC3)C1 (stereo not drawn),-13,-9,13,2,0.1,-13,-24,-1,-19
COc1ccc(S(=O)(=O)N2CCCCCC2)cc1NC(=O)c1ccccc1F,-17,-2,22,-8,-0.3,-14,26,1,26
CC1S/C(=N\N=C\c2cccc([N+](=O)[O-])c2)N(C(C)(C)C)C1=O (stereo not drawn),-11,-6,19,-7,0.6,-6,-6,4,-32
O=C(COc1ccc([N+](=O)[O-])cc1)NNC(=O)c1cccs1,-4,-2,-13,-13,0.4,3,4,8,-2
CC1(C(=O)Nc2ccc3[nH]ncc3c2)CCN1C(=O)CCc1ccccc1 (stereo not drawn),0,0,-10,nt,1.0,2,6,1,nt
O=C1C2CCCN2C(=S)N1Cc1ccccc1 (stereo not drawn),2,-1,9,-2,1.2,13,-18,2,-17
O=C(COc1coc(CN2CCc3ccccc32)cc1=O)Nc1cccc(F)c1,-3,-2,-2,6,0.5,-4,-25,3,7
Cc1nn(-c2ccccc2)c(N2CCCC2)c1/C=N/NC(=S)Nc1cc(C(F)(F)F)ccc1Cl,-4,-6,12,-8,0.2,-2,14,0,-13
CC(C)(C)OC(=O)N1CCC(NC(=O)c2[nH]cnc2C(=O)Nc2cccc(Cl)c2)CC1,-10,-3,28,-2,0.7,-13,-2,3,-8
O=C(C1CCN(C2CC(=O)N(c3ccc(F)cc3)C2=O)CC1)N1CCOCC1 (stereo not drawn),-4,-3,11,-3,0.0,-11,6,2,1
O=C(c1ccoc1)N1CCCC(N2CCN(c3cccc(Cl)c3)CC2)C1 (stereo not drawn),-13,-7,8,nt,1.5,2,-2,1,nt
C=CCSc1ncc(C#N)c(N)n1,-7,-4,10,-14,0.3,-8,-10,4,1
COc1cc(C(=O)NCc2nnc(SCC(=O)Nc3nc4ccc(C)cc4s3)o2)cc(OC)c1OC,-11,0,24,1,-0.3,-8,-24,2,-6
CCOC(=O)CNC(=O)CN1C(=O)CC(c2ccccc2)S(=O)(=O)c2ccccc21 (stereo not drawn),-11,-2,10,-6,-0.2,-2,20,9,-10
O=C(COC(=O)c1cc(Br)ccc1O)NNC(=O)c1ccc([N+](=O)[O-])cc1,1,1,0,-10,1.5,-13,-7,2,-2

Some of the entries so far, with two lines to a compound:
Results follow in this order: CHO-K1 Ca antag | M1 ag | CHO-K1 Ca PAM | OXTR potentiate | M1 ag parental | CHRM1 antagonist | TAAR1 antagonist | TAAR1 ag | CHO parental Ca
- O=C(C1CCN(C2CC(=O)N(c3ccc(F)cc3)C2=O)CC1)N1CCOCC1 (stereo not drawn)
→ -4 | -3 | 11 | -3 | 0.0 | -11 | 6 | 2 | 1
- O=C(c1ccoc1)N1CCCC(N2CCN(c3cccc(Cl)c3)CC2)C1 (stereo not drawn)
→ -13 | -7 | 8 | nt | 1.5 | 2 | -2 | 1 | nt

Later entries
SMILES,CHO-K1 Ca antag,M1 ag,CHO-K1 Ca PAM,OXTR potentiate,M1 ag parental,CHRM1 antagonist,TAAR1 antagonist,TAAR1 ag,CHO parental Ca
C[C@H](NC(=O)[C@@H]1CSC2c3ccccc3C(=O)N21)C(=O)NCCc1ccccc1 (stereo partly drawn),-7,-2,-12,-9,0.3,2,15,68*,-16
CC(=O)c1c(O)cc(=O)n(-c2ccccc2)c1-c1ccc(Cl)cc1,13,-2,-6,-5,0.1,7,8,0,-1
CCc1ccc(NC(=O)COc2coc(CN3CCN(c4ccccc4)CC3)cc2=O)cc1,15,-3,-4,-6,0.5,-11,-17,2,-13
COc1ccc(CCNC(=O)CCCn2c(=O)c3cccn3c3cccnc32)c(OC)c1OC,-7,-3,18,-1,0.6,-7,-8,3,-24
NC(=O)/C(=C\c1ccco1)NC(=O)c1ccc(Br)o1,-2,1,-4,-3,2.0,3,0,0,-5
Cc1snc(SCc2c(F)cccc2Cl)c1C#N,1,-3,-7,-8,1.1,-10,-9,-1,-13
O=S(=O)(Cc1c(F)cccc1Cl)c1ncn[nH]1,-13,-2,10,-1,0.7,-1,1,12,-11
CC1CCN(c2ccc([N+](=O)[O-])cn2)CC1,3,-10,5,-10,-0.6,3,16,0,9
C=CCN(C(=O)c1csnn1)C(C(=O)NC1CCCC1)c1ccc(OC)cc1 (stereo not drawn),-4,-5,15,0,-0.1,-6,5,1,-7
CCOc1ccc(NS(=O)(=O)c2ccc(-c3coc(C)n3)cc2)cc1,-5,3,-7,-15,4.5,14,3,30,-11
O=[N+]([O-])c1cc(S(=O)(=O)Oc2ccccc2)ccc1Cl,-3,-7,-2,nt,-0.7,-14,8,-3,nt
CCCc1c(-c2cccc(F)c2)ncn1CCc1ccccc1OC,-10,nt,15,nt,2.5,nt,13,19,nt
Cc1ccc(Cl)cc1OCC(=O)NCCOC(=O)Nc1sc(=S)n(C)c1C,7,-7,3,-4,0.0,-8,4,-1,-21
CCC(C)[C@H](NC(=O)NCCC1=CCCCC1)C(=O)OC (stereo partly drawn),-10,-4,14,-4,0.9,-3,-12,-1,-3
CCOC(=O)c1c(NC(=O)CSc2nnc(C)s2)sc2c1CCN(C)C2,-11,-9,21,-7,0.6,-28,6,5,5
CCCCN(CC)Cc1c(C)[nH]c2ccccc2c1=O,-1,-4,-6,-10,0.2,0,-2,10,-8
CCn1cc(C(=O)N2CCCC2)c(=O)c2cc(S(=O)(=O)N3CCOCC3)ccc21,-3,-3,-8,3,-0.3,3,6,11,-5
COc1cc2c(cc1OC)C(=O)N1[C@H]3c4cc(Cl)ccc4OC[C@@H]3[C@H](c3ccccc3)[C@]1(C)C(=O)N2,-2,-6,12,-2,0.1,5,1,13,-6
O=C1C=C(c2cccc(Br)c2)C[C@@H](c2ccc(Cl)cc2)C1,-25,-1,8,-7,0.2,-7,13,2,-17
CC(OC(=O)COc1ccccc1[N+](=O)[O-])C(=O)Nc1ccc(N2CCOCC2)cc1 (stereo not drawn),-24,-4,19,-9,2.3,-9,4,2,7
CCc1nc(SCc2ccc(OCC(C)C)cc2)n[nH]1,2,2,1,-16,8.3,4,-31,0,7
Cc1cccc(N2CCN(C(=O)CCn3c(=S)[nH]c4cc5c(cc4c3=O)OCO5)CC2C)c1 (stereo not drawn),5,0,6,-7,1.8,1,36,9,-4
Cc1ccc(-n2ncc3c(NCCCN4CCCC4=O)ncnc32)c(C)c1,1,-7,14,3,0.2,-7,6,0,-10
Cc1cc(C)cc(N(CCC#N)C(=O)CN2C(=O)NC3(CCCC3)C2=O)c1,-12,-3,23,-5,0.9,-23,0,1,-6
c1ccc(CNc2c3c(nc4ncnn24)CCC3)cc1,-12,-1,14,-3,1.5,-6,-28,16,-8
CCC(C)NC(=O)c1[nH]c(C)c(C(=O)OC)c1C (stereo not drawn),-1,-4,16,3,1.3,-3,-12,1,-5
O=C(Cn1c(-c2cscn2)nc2ccccc21)Nc1cc(F)ccc1F,-14,-3,28,-5,0.7,-6,17,4,-21
CCOC(=O)CC(=O)CSc1nc(-c2cccnc2)cc(C)c1C#N,-3,-1,1,-11,0.2,-10,-2,4,-7
CCOc1ccc(S(=O)(=O)c2cn(C)c3cc(OC)c(OC)cc3c2=O)cc1,-12,-4,29,-2,0.1,-9,-36,1,-11
Cc1ccc(Cl)cc1NC(=O)COC(=O)Cn1cnc2c1c(=O)n(C)c(=O)n2C,-10,0,8,-8,1.3,-6,-6,1,-13
CCc1cc2cccc(C)c2nc1SCC(=O)Nc1cc(C)on1,-6,-7,3,-10,0.4,-1,2,3,-3
Cc1ccc(-n2nnnc2SCC(=O)Nc2ccc3c(c2)COC3=O)cc1C,4,0,8,-10,0.9,-12,0,4,5
COc1cccc(CNc2ccccc2O)c1OCc1ccccc1F,10,-3,7,-14,-0.5,-7,6,-1,-27
O=C(NCCCN1CCOCC1)C(=O)NCCc1ccccc1,-16,-3,-8,-3,0.3,10,-6,2,1
CC(Sc1nnc(-c2cccnc2)n1N)C(=O)N1CCOCC1 (stereo not drawn),6,-3,-1,1,4.5,-2,-22,1,10
CCOC(=O)C1CCN(c2cc3c(cc2NC(=O)c2ccccc2)n(C)c(=O)n3C)CC1,-2,-3,-5,-7,3.2,8,32,5,-22
COc1ccc(S(=O)(=O)N2CCN(C3CCCC(C)C3)CC2)cc1 (stereo not drawn),-20,-11,-11,0,1.3,10,0,-2,-8
COc1cccc(NC(=O)Cc2c(C(=O)O)[nH]c3ccccc23)c1,18,-5,-11,1,0.3,16,-16,6,0
CN(C)C(=O)Cn1c(SCC(=O)N2CCCc3ccccc32)nc2ccccc21,-25,-5,12,-4,1.4,-20,-4,3,-17
COc1ccccc1-c1nc(-c2ccc(C(=O)O)cc2)no1,-15,-3,8,-10,0.2,-14,-4,17,8
O=C1c2ccccc2C(=O)N1CC#CCN1CCN(C2CCCCC2)CC1,5,-9,6,-12,0.4,-21,-6,5,-39

Source: PubChem (The Scripps Research Institute Molecular Screening Center)
